Source: PubChem BioAssay (several laboratories)
STAT1 act = STAT1 signaling activation | NIH 3T3 STAT1-luciferase reporter, IFN-gamma, luminescence; 100% = IFN-gamma alone, no compound | activation (% of control), % at 5.5 µM | 200,000 tested, 2.6% active | AID 932;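 active means activation above the screen-wide mean activation plus 3 SD, cut at about 130% in these data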;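 further: raw ratio to IFN-gamma control signal so 100% means no change and 0% no light; values of inactives mirror those of a sister screen read the other way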
RAM network inh = yeast RAM network inhibition | S. cerevisiae dse1pr::URA3 reporter, 5-FOA growth OD615, 2 d; analog-sensitive cbk1-as2 kinase mutant strain | inhibition, % at 50 µM | 190,000 tested, 1.8% active;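 active means inhibition above a set limit, 3 SD over mean compound inhibition, cut at about 8.4% in these data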;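 further: 0% = DMSO-only wells with no growth and 100% = 10 µM 1-NA-PP1 full growth; inhibition rescues growth on 5-FOA so higher OD means more RAM inhibition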
FLuc inhib CS = inhibits firefly luciferase, flagging false hits in luciferase inhibition screens; ATPLite firefly luciferase biochemical luminescence, 10 min; AID 1006; inhibition, % at 10 µM; 200,000 tested, 1.5% active; P08659;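 active means inhibition above about 50% when tested at 10 µM, limit read from the data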
Target sequence (P08659 whole entry, looked up): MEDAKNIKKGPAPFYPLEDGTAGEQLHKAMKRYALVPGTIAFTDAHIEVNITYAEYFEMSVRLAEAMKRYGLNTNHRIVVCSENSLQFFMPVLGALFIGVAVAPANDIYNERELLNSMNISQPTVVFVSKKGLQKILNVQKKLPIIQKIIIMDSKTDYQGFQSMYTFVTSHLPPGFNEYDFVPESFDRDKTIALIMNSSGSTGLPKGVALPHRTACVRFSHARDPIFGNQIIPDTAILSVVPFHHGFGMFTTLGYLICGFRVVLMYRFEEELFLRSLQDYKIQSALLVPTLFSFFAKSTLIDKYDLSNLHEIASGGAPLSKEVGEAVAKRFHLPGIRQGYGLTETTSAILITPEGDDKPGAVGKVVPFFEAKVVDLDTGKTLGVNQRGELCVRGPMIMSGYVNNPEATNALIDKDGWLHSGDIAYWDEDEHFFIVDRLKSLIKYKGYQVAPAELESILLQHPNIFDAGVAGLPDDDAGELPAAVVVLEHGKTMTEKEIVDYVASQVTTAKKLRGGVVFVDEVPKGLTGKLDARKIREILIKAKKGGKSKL
APP transl inh = APP translation inhibition; inhibition, % at 2 µM; 190,000 tested, 0.82% active; SH-SY5Y APP 5'UTR-luciferase reporter, luminescence;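 active means inhibition above a set limit, derived from the sample mean plus 3 SD, cut at about 45% in these data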; further: values of inactives mirror those of a sister screen read the other way
NF-kB neuron act = compounds increasing NF-kB expression in human neuronal cells; NF-kB reporter expression; active compounds read high; fold change at 12.5 µM; 190,000 tested, 1.6% active; in the data active means fold change above about 3.3
STAT3 act = increases IL-6 driven STAT3 reporter signal | U3A cells, IL-6 STAT3-luciferase reporter, luminescence; 100% = signal with IL-6 EC80 alone | activation (% of control), % at 5.6 µM | 190,000 tested, 0.91% active | AID 871;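 active means activation above the screen-wide mean of compound activation plus 3 SD, cut at about 130% in these data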;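 further: 0% = background luminescence of wells with medium and substrate only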
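Material: STAT1-lacking human U3A cells, STAT3 luciferase reporter | Benchmarks: IL-6-only wells as 100% reference | Probe or stimulus: IL-6 (33 ng/mL) | Timing: Compound 1 h, then IL-6 6 h at 37 °C | Detection: Luminescence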
STAT3 blocker = reduces IL-6 driven STAT3 reporter signal. inhibition, % at 5.5 µM. U3A cells, IL-6 STAT3-luciferase reporter, luminescence; host cell line lacks STAT1. 190,000 tested, 0.89% active. AID 862;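 active means inhibition above the mean inhibition across all screened compounds plus 3 SD, cut at about 44% in these data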;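 further: 0% = DMSO only wells and 100% = 100 µM nifuroxazide control wells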
STAT1 inh = STAT1 signaling inhibition | inhibition, % at 5.5 µM | 200,000 tested, 0.35% active | AID 920 | NIH 3T3 STAT1-luciferase reporter, IFN-gamma, luminescence;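 active means inhibition above a set limit, the mean inhibition across all tested compounds plus 3 SD, cut at about 34% in these data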;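 further: 0% = IFN-gamma with DMSO and 100% = IFN-gamma with 300 µM nifuroxazide; values of inactives mirror those of a sister screen read the other way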
Hsp70 activator = Hsp70 transcriptional activation, primary screen | activation, % at 10 µM | HeLa Hsp70 promoter luciferase reporter, luminescence; scaled: vehicle 0, proteasome-inhibitor control 100% | AID 1203 | 200,000 tested, 0.04% active;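 active means activation above the mean across all tested compounds plus 3 SD, cutoff set per campaign, cut at about 5.5% in these data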;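 further: 100% = MG132 at 30 µM as the positive control and 0% = DMSO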
APP 5'UTR act = activates APP 5'UTR luciferase reporter. SH-SY5Y APP 5'UTR luciferase reporter, luminescence; zero percent = DMSO vehicle wells. 190,000 tested, 1% active. activation, % at 2 µM;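 active means activation above a set limit, based on mean plus 3 SD of controls, cut at about 140% in these data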; further: values of inactives mirror those of a sister screen read the other way
Active calls of the source: *; x = not tested or not shown.

No. | Compound | STAT1 act | RAM network inh | FLuc inhib CS | APP transl inh | NF-kB neuron act | STAT3 act | STAT3 blocker | STAT1 inh | Hsp70 activator | APP 5'UTR act
1 | COC(=O)c1c(-c2ccc(C)cc2)csc1NC(=S)NC(=O)c1cc(OC)cc(OC)c1 | 96 | 3.4 | -3 | -13 | 0.99 | 104 | 1 | 4 | -0.3 | 13
2 | S=C(Nc1ccc(Cl)cc1)NC1CC2CCCC(C1)N2C1CCCC1 (configuration not stated) | 101 | 0.3 | -3 | 9 | 0.84 | 107 | -3 | -1 | -0.3 | -9
3 | N#CC(C(=O)NC1CC1)c1nc2ccccc2nc1N1CCN(C/C=C/c2ccccc2)CC1 (configuration not stated) | 97 | -1.6 | 0 | -12 | 0.95 | 104 | 1 | 4 | -0.4 | 12
4 | COc1cccc(S(=O)(=O)Nc2ccc(C(=O)NCc3ccco3)cc2)c1 | 85 | 1.8 | -1 | -1 | 0.96 | 93 | 14 | 16 | -0.4 | 1
5 | NC(=O)CSc1nc2scc(-c3ccc(Cl)cc3)c2c(=O)n1Cc1ccccc1 | 99 | 3.0 | -8 | -16 | 1 | 97 | -2 | 1 | -0.4 | 16
6 | CCSc1nnc(-c2ccncc2)n1Cc1ccccc1 | 100 | -0.1 | -5 | 2 | 0.96 | 101 | -1 | 0 | -0.4 | -3
7 | O=C(Cn1cc2c(n1)CCCC2)NC1CCN(Cc2ccccc2)CC1 | 96 | 3.1 | -8 | 2 | 1 | 100 | 4 | 4 | -0.4 | -2
8 | Cn1c(N)c(C(=O)COC(=O)C2(c3ccc(Cl)cc3)CCCC2)c(=O)n(C)c1=O | 98 | 4.8 | 0 | -9 | 1.1 | 98 | 7 | 2 | 0.0 | 9
9 | CCOc1cc(C=O)cc(Br)c1OCC(N)=O | 98 | 1.4 | -10 | -19 | 1.2 | 99 | 6 | 0 | -0.2 | 19
10 | COc1ccc(CNC(=O)CN=C2NC(=O)C(c3ccccc3)(c3ccccc3)N2)cc1 | 96 | 2.1 | -5 | -6 | 1.2 | 106 | -7 | 5 | -0.2 | 6
11 | CCO/N=C/c1ccc(OC)c(Oc2nc(OC)cc(OC)n2)c1 | 100 | 0.8 | -2 | -36 | 0.9 | 98 | 5 | 0 | 0.0 | 36
12 | CC(C)(C#CCN1CCCC1)OCCC#N | 106 | 2.6 | 0 | 8 | 1.2 | 106 | -2 | -6 | -0.3 | -8
13 | COc1cccc(S(=O)(=O)N2CCOCC2)c1 | 97 | 0.0 | -6 | -1 | 1.1 | 98 | 0 | 3 | -0.5 | 1
14 | COc1ccc(-c2[nH]ncc2CNCCn2cccn2)c(F)c1 | 99 | 1.4 | -2 | -2 | 0.94 | 108 | -3 | -1 | 0.0 | 2
15 | c1ccc(-n2cc(CN3CCC(N4CCOCC4)CC3)c(-c3ccc4c(c3)OCO4)n2)cc1 | 100 | -0.5 | -3 | -7 | 0.94 | 102 | 9 | -1 | -0.1 | 7
16 | c1cncc(CNC2CCCc3ccccc32)c1 (configuration not stated) | 101 | 0.3 | -4 | -4 | 1 | 96 | 14 | -2 | -0.2 | 4
17 | O=C(COC(=O)Cc1ccc(Cl)cc1)Nc1ccc(OC(F)F)cc1 | 95 | 0.0 | 10 | -6 | 1 | 100 | 5 | 6 | -0.4 | 6
18 | Cc1ccc(OCc2nnc(NC(=O)OCC(C)C)s2)c(C)c1 | 99 | 1.5 | -5 | 4 | 1.1 | 98 | 8 | 1 | 0.2 | -4
19 | COc1ccc(CNC(=O)CN(CCC(C)C)S(=O)(=O)c2ccc3c(c2)OCCO3)cc1 | 95 | 1.3 | 1 | 0 | 0.66 | 106 | -10 | 6 | -0.2 | 0
20 | CN(C(=O)COc1ccc(Cl)cc1Cl)c1nnc(C23CC4CC(CC(C4)C2)C3)s1 | 108 | 2.2 | 2 | 8 | 0.83 | 98 | 3 | -9 | 0.0 | -9
21 | O=C1c2ccccc2S(=O)(=O)N1CC1CC(c2ccccc2)=NO1 (configuration not stated) | 132* | 2.7 | 24 | -35 | 2.6 | 119 | -21 | -35 | -0.1 | 35
22 | COc1cc2[nH]c(=O)n(CCCCCC(=O)NCCCN3CCC(C)CC3)c(=O)c2cc1OC | 96 | 1.0 | -4 | -30 | 1.3 | 99 | 5 | 4 | -0.3 | 30
23 | Nc1nnnn1/N=C/c1ccc(O)cc1 | 108 | 1.6 | -4 | x | 1.2 | 102 | -2 | -6 | -0.2 | x
24 | Brc1c(CSc2nncc3ccccc23)nc2ccccn12 | 87 | 0.9 | 14 | -23 | 0.91 | 84 | 20 | 13 | -0.3 | 23
25 | O=C(NC1CC2CCC(C1)N2Cc1nnnn1Cc1ccco1)NC12CC3CC(CC(C3)C1)C2 (configuration not stated) | 98 | 4.2 | -5 | 25 | 0.86 | 105 | 1 | 3 | -0.3 | -25
26 | CCN1CCN(c2ccc(NC(=O)c3cccnc3)cc2Cl)CC1 | 99 | 0.5 | -5 | -20 | 1.4 | 93 | 13 | -1 | -0.3 | 20
27 | COc1ccccc1/C=C(/C(=O)OCC(=O)Nc1ccc(N(C)C)cc1)c1ccccc1 | 101 | 0.9 | 2 | -12 | 0.98 | 105 | -9 | -1 | -0.2 | 12

Exported screen by screen: 8 of the compounds above
20) CN(C(=O)COc1ccc(Cl)cc1Cl)c1nnc(C23CC4CC(CC(C4)C2)C3)s1
21) O=C1c2ccccc2S(=O)(=O)N1CC1CC(c2ccccc2)=NO1 (configuration not stated)
22) COc1cc2[nH]c(=O)n(CCCCCC(=O)NCCCN3CCC(C)CC3)c(=O)c2cc1OC
23) Nc1nnnn1/N=C/c1ccc(O)cc1
24) Brc1c(CSc2nncc3ccccc23)nc2ccccn12
25) O=C(NC1CC2CCC(C1)N2Cc1nnnn1Cc1ccco1)NC12CC3CC(CC(C3)C1)C2 (configuration not stated)
26) CCN1CCN(c2ccc(NC(=O)c3cccnc3)cc2Cl)CC1
27) COc1ccccc1/C=C(/C(=O)OCC(=O)Nc1ccc(N(C)C)cc1)c1ccccc1

compound no.	20	21	22	23	24	25	26	27
STAT1 act	108	132*	96	108	87	98	99	101
RAM network inh	2.2	2.7	1.0	1.6	0.9	4.2	0.5	0.9
FLuc inhib CS	2	24	-4	-4	14	-5	-5	2
APP transl inh	8	-35	-30	x	-23	25	-20	-12
NF-kB neuron act	0.83	2.6	1.3	1.2	0.91	0.86	1.4	0.98
STAT3 act	98	119	99	102	84	105	93	105
STAT3 blocker	3	-21	5	-2	20	1	13	-9
STAT1 inh	-9	-35	4	-6	13	3	-1	-1
Hsp70 activator	0.0	-0.1	-0.3	-0.2	-0.3	-0.3	-0.3	-0.2
APP 5'UTR act	-9	35	30	x	23	-25	20	12
